Assay outcomes (PubChem)
Lipid droplet: hepatic lipid droplet formation modulation; AML12 mouse hepatocytes, oleate lipid droplets, BODIPY imaging; inhibition, % at 6.5 µM; actives 0.4% (n = 240,000); AID 1656;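 active means lipid droplet intensity inhibited by at least 50%, with more than 500 cells counted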
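Technique: fluorescence imaging, 20x objective, two fields per well / Assay system: AML12 hepatocytes (mouse) / Measure: % inhibition of lipid droplet signal / Doses: 6.5 µM single-point dosing / Incubation: overnight exposure / Reagent: 100 µM oleic acid challenge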
HEK293 NOD2/NF-kB: inhibition of NOD2-driven NF-kB reporter – cell-based, luminescence, uHTS, HEK293 (AID 1566) | HEK293 NOD2/NF-kB luciferase reporter, luminescence; higher % means a stronger effect | actives 0.63% (n = 290,000) | one-dose inhibition, % at 4 µM; EC50 in µM for titrated hits; in the data active means inhibition above about 50%; further: many of its hits are not listed in these tables
Lipid droplet cells 6.5 µM: recorded beside Lipid droplet, whose call it bears; cell count; measured here: cell count, cytotoxicity flag;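 cells counted across two imaged fields per well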
* marks the source's active call; other numbers are inactive results. An excerpt; count on the stated rates, not on these rows.

Under each structure: Lipid droplet	Lipid droplet cells 6.5 µM	HEK293 NOD2/NF-kB
O=C1CCN(Cc2ccc(O)cc2)CCN1[C@H](CO)Cc1ccccc1
    -2.3	806	-0.6%
COc1ccc(CCNC(=O)CCNC(=O)c2ccco2)cc1
    -1.7	598	-19.3%
CNC(=O)c1ccc(Nc2nnc(-c3ccc(C)c(S(N)(=O)=O)c3)c3ccccc23)cc1
    -0.2	857	2.3%
CCCCc1cc(=O)oc2cc(C)cc(OCC(=O)Nc3cccnc3)c12
    -0.8	648	16.3%
O=C(CSc1nnc(CNC(=O)c2ccc(F)cc2)o1)Nc1ccc2c(c1)OCCO2
    21.0	630	-13.7%
Cc1ccc(CNC(=O)CN2C(=O)CSc3ccc(S(=O)(=O)N4CCC(C)CC4)cc32)cc1
    -6.5	766	-3.8%
CSc1ncccc1C(=O)Nc1nc(C(C)(C)C)cs1
    -12.2	803	-17.1%
O=C1Nc2ccccc2/C1=C/c1ccccc1Cl
    -5.6	401	5.0%
COC(CNC(=O)C1CCCN(S(=O)(=O)c2ccc3c(c2)oc(=O)n3C)C1)OC (configuration not stated)
    -1.9	724	17.9%
S=C(NCc1ccccc1)NCc1cccc(Cl)c1
    -9.5	660	8.4%
COc1cc(CN2CCCC(N3CCc4ccccc4C3)C2)c(Cl)cc1O (configuration not stated)
    1.0	849	-5.4%
CC(C(N)=O)N1C(=O)NC2(CCCc3ccccc32)C1=O (configuration not stated)
    -4.4	831	6.3%
O=C1CN(C(=O)c2ccccc2F)C(c2ccc(F)cc2)c2cc(F)ccc2N1 (configuration not stated)
    -8.5	836	-0.2%
COc1ccccc1NC(=O)CSc1nnc(-c2ccccn2)o1
    -4.9	823	-9.4%
COc1ccc(-n2nnnc2SCC(=O)Nc2ccccc2F)cc1
    -25.4	744	8.0%
COc1ccccc1-c1c(C)nn2c(N)c(-c3ccccc3)cnc12
    23.2	810	14.3%
Cc1ccc(CNC(=O)C2CCCN(S(=O)(=O)N3CCC(C)CC3)C2)cc1 (configuration not stated)
    -0.3	680	5.7%
C/C(=N\NC(=O)C1CC1)c1ccc(C)c(C)c1
    -4.7	706	0.3%
CCC(=O)N1c2ccc(S(=O)(=O)N3CCOCC3)cc2CC1C (configuration not stated)
    -3.7	636	2.4%
Cc1ccc(C)c(C(=O)Nc2ccncc2)c1
    -4.2	771	16.2%
CC(=O)Nc1ccc(NC(=O)CN(C)S(=O)(=O)c2ccc3c(c2)CCC(=O)N3)cc1
    -3.4	683	4.7%
CC(=O)c1cccc(NC(=O)N2CCC(C(=O)c3ccc(F)cc3)CC2)c1
    2.0	771	35.9%
COc1ccc(C(=O)OCCCOC(=O)c2ccc(OC)cc2OC)c(OC)c1
    -19.2	658	10.9%
Cc1cccnc1N1C(=O)c2ccc(C(=O)O)cc2C1=O
    -6.5	758	-0.4%
CCC(C)Nc1nc2c(c(=O)[nH]c(=O)n2C)n1CCOc1ccccc1 (configuration not stated)
    -1.8	842	-4.7%
CCCC(=O)N(Cc1cc(=O)[nH]c2ccccc12)c1cccc(C)c1
    -30.9	808	-2.4%
COc1ccc(CC(=O)NCC2CCCN(Cc3ccc(F)c(OC)c3)C2)cc1 (configuration not stated)
    -3.9	835	4.7%
COc1cc2c(cc1OC)CN(C(=O)CN1CCN(S(=O)(=O)c3ccc(C)c(C)c3)CC1)CC2
    -0.7	693	25.8%
CC(=O)Nc1ccc(-c2cn3c(n2)SCC3)cc1
    1.5	708	-23.5%
COc1ccc(C(=O)NCCSc2ccccc2C)cc1
    -2.4	793	-107.0%
COc1ccc2oc(C(=O)OCC(=O)N3CCN(S(=O)(=O)c4ccc(C)cc4)CC3)c(C)c2c1
    -9.6	834	18.9%
Cc1c(C)n(Cc2ccc(F)cc2)c2ccc(C(=O)N3CCN(c4ccccn4)CC3)cc12
    -16.3	776	23.7%
O=C(CN1C(=O)COc2ccc(Cl)cc21)NCC1CCCO1 (configuration not stated)
    6.8	861	3.0%
COc1cccc(OCc2cc(C(=O)N(C)Cc3nc(C)cs3)no2)c1
    3.6	630	-54.4%
COc1cc(/C=C/c2cc[n+](C)cc2)ccc1OCC(=O)Nc1ccc(Cl)c(Cl)c1
    11.5	830	11.4%
Cc1ccc(NC(=O)CCCCCN2C(=O)[C@@H]3Cc4ccccc4CN3C2=O)cc1
    -5.6	737	10.9%
COc1ccc(CCNC(=O)C2CCCN(c3nc4ccccc4s3)C2)cc1OC (configuration not stated)
    -1.4	740	16.2%
O=C(CN(C(=O)c1csnn1)c1ccc2c(c1)OCCO2)NCc1ccc(F)cc1
    -8.8	792	-2.0%
O=C(Cn1ncn2nc(-c3ccccc3)cc2c1=O)NCc1ccccn1
    3.8	685	5.5%
Cc1nc(N2CCN(c3ccccn3)CC2)c2c(C)c(C(=O)Nc3ccc(F)c(Cl)c3)sc2n1
    -71.4	746	-2.6%
Cn1c(CNC(=O)CNS(=O)(=O)c2ccc(Br)cc2)cc(=O)n(C)c1=O
    -0.6	716	-2.1%
N#Cc1cccc(S(=O)(=O)N2CCN(c3ccnc4cc(Cl)ccc34)CC2)c1
    -9.3	821	0.3%
COc1ccc(CNc2nc(C)cc(C)c2C#N)cc1
    -8.9	722	19.4%
CCOc1ccccc1N=Nc1c(C)[nH]n(C(N)=S)c1=O
    -22.9	732	12.3%
NC(=O)C1CCN(C(=O)COc2ccc(S(=O)(=O)NC3CCCC3)cc2)CC1
    -2.4	806	5.4%

Some of the entries so far, field by field.
O=C(CN1C(=O)COc2ccc(Cl)cc21)NCC1CCCO1 (configuration not stated)
  Lipid droplet: 6.8; Lipid droplet cells 6.5 µM: 861; HEK293 NOD2/NF-kB: 3.0%

COc1cccc(OCc2cc(C(=O)N(C)Cc3nc(C)cs3)no2)c1
  Lipid droplet: 3.6; Lipid droplet cells 6.5 µM: 630; HEK293 NOD2/NF-kB: -54.4%

COc1cc(/C=C/c2cc[n+](C)cc2)ccc1OCC(=O)Nc1ccc(Cl)c(Cl)c1
  Lipid droplet: 11.5; Lipid droplet cells 6.5 µM: 830; HEK293 NOD2/NF-kB: 11.4%

Cc1ccc(NC(=O)CCCCCN2C(=O)[C@@H]3Cc4ccccc4CN3C2=O)cc1
  Lipid droplet: -5.6; Lipid droplet cells 6.5 µM: 737; HEK293 NOD2/NF-kB: 10.9%

Continuation:
Under each structure: Lipid droplet	Lipid droplet cells 6.5 µM	HEK293 NOD2/NF-kB
Cc1nc(SCc2cccnc2)[nH]c(=O)c1C
    7.5	752	-1.0%
O=C(c1ccc2c(=O)n(Cc3ccccc3)c(=S)[nH]c2c1)N1CCOCC1
    -0.3	716	14.1%
CCOC(=O)C1=C(C)N=c2s/c(=C/c3cccc([N+](=O)[O-])c3O)c(=O)n2C1c1ccc(OC)cc1OC (configuration not stated)
    -0.5	775	32.1%
O=C(O)c1ccc(NS(=O)(=O)c2ccc(Cl)c(C(=O)Nc3ccccc3)c2)cc1
    0.9	814	-2.3%
COc1cc(C(=O)NNC(=O)Cc2ccc(S(=O)(=O)N3CCOCC3)s2)cc(OC)c1OC
    -7.4	813	8.1%
O=C(NNC(=O)c1ccc(NC(=O)C2CC2)cc1)c1ccc(F)cc1
    3.9	709	-0.8%
CC(C)(C)c1ccc(-n2ncc3c2CCCC3NC(=O)c2ccncc2)cc1 (configuration not stated)
    2.2	622	46.0%
O=C(CCC1CCN(Cc2ccc(Cl)cc2)CC1)NC1CC1
    -0.1	814	-26.4%
COc1ccc(N(CC(=O)N2CCOCC2)S(C)(=O)=O)cc1Cl
    -1.7	860	21.1%
COc1ccc(N2CCN(C(=O)CCNS(=O)(=O)c3cc(Br)cnc3N)CC2)cc1
    -13.1	731	-7.6%
Cc1cccc(NC(=O)C2CCCN(S(=O)(=O)c3ccc4[nH]c(=O)ccc4c3)C2)n1 (configuration not stated)
    3.3	709	20.6%
O=C(CSc1ncnc2c1nnn2Cc1ccc(F)cc1)NCC1CCCO1 (configuration not stated)
    -8.1	832	1.6%
COc1cccc(N2CCN(c3nc(C)c(C)c(=O)[nH]3)CC2)c1
    4.7	867	4.2%
CCOc1ccc2nc(N(CCN(CC)CC)C(=O)/C=C/c3cccs3)sc2c1
    -3.3	656	-10.5%
Cc1ccc(C(O)(CCN2CCCCC2)c2ccccc2)cc1 (configuration not stated)
    -0.6	833	17.6%
CCN(CCn1cccn1)C(=O)C1CCC(=O)N(CCc2cccc(F)c2)C1 (configuration not stated)
    -1.2	666	15.3%
COc1cccc(C(=O)N2CCC(CCC(=O)Nc3cccc(C)c3)CC2)c1
    -13.2	876	1.2%
Cc1cc(C)cc(N=C2NC(=O)CS2)c1
    3.5	877	3.8%
Cc1cccc(NC(=O)CSCc2cc(=O)n3c(C)csc3n2)c1C
    4.3	734	-5.9%
Cc1ccc(C)c(NC(=O)NC2CCCCCCC2)c1
    -6.2	817	-6.2%
O=C(Nc1nc2ccc(Br)cc2s1)c1ccco1
    10.3	809	-137.7%
CCOC(=O)c1ccccc1NC(=O)COC(=O)CCNS(=O)(=O)c1ccccc1
    6.1	797	10.3%
CCCCN(C(=O)CNC(=O)c1ccco1)C(C(=O)NC1CCCCC1)c1cccnc1 (configuration not stated)
    14.2	785	-3.3%
Cc1cc(C)nc(CCNC(=O)C2CCC(=O)N(Cc3ccccc3F)C2)n1 (configuration not stated)
    16.7	804	1.9%
COc1ccc(F)cc1S(=O)(=O)n1nc(C)cc1C
    -19.2	806	4.2%
Cc1[nH]n(C(N)=S)c(=O)c1N=Nc1cc(C(F)(F)F)ccc1Cl
    7.6	846	35.7%
CCOc1ccc(N(C(=O)CNC(=O)c2ccco2)C(C(=O)NCC2CCCO2)c2ccccc2)cc1 (configuration not stated)
    -33.7	837	-1.5%
CCC(C(=O)NC1CCCC1)N(C(=O)Cn1nnc(-c2ccc(C)o2)n1)c1ccccc1OC (configuration not stated)
    -45.8	701	14.0%
CCCC(C)NC(=O)COC(=O)c1ccc2c(c1)C(=O)N(Cc1ccco1)C2=O (configuration not stated)
    -33.9	699	5.4%
Cc1ccc(OCC(O)CN2CCOCC2)cc1 (configuration not stated)
    -1.1	747	6.7%
Nc1c(-c2ccc3c(c2)OCCO3)oc2ccccc2c1=O
    -1.2	832	-55.5%
Cc1ccnc(NC(=O)CCC(=O)N(CC(=O)NCCc2ccccc2)c2ccccc2F)c1
    -7.5	781	0.6%
CC(=O)N1c2ccc(S(=O)(=O)N3CCC(C(=O)N4CCN(c5cc(Cl)ccc5C)CC4)CC3)cc2CC1C (configuration not stated)
    -0.3	659	17.5%
CCn1ncc(Cl)c1C(=O)Nc1ccc2c(c1)CCC2
    -0.5	847	-15.0%
Cc1c(C(=O)N(C)c2ccccc2)oc2c1C(O)CC(C)(C)C2 (configuration not stated)
    -4.0	694	17.3%
COc1ccc(NC(=O)c2cccc(S(=O)(=O)N3CCCCCC3)c2)cc1
    14.1	804	21.7%
COc1ccc(/C=C2/Sc3ccc(C(=O)NCCN4CCCCCC4)cc3NC2=O)cc1
    -4.9	700	12.4%
CCOC(=O)CN1C(=O)S/C(=C/c2ccco2)C1=O
    -13.4	811	-2.6%
CC(CC(=O)Nc1ccc2c(c1)OCO2)c1ccccc1 (configuration not stated)
    -6.5	812	-11.7%
O=C(NCc1cccnc1)C12CC3CC(CC(C3)C1)C2
    3.2	842	1.2%
COc1cc(S(=O)(=O)Nc2ncn[nH]2)ccc1Cl
    29.5	852	-9.7%
CCCCNC1c2ccccc2C(=O)N1Cc1ccccc1 (configuration not stated)
    -5.2	856	-13.8%
CC(=O)Nc1ccc(S(=O)(=O)N2CCc3cc4c(cc3C2)OCCCO4)cc1
    -4.4	714	40.4%
CCC(C)N(C(=O)COC(=O)c1ccccc1SCC(=O)N1CCCC1)C1CCS(=O)(=O)C1 (configuration not stated)
    -22.0	670	-11.7%
N=C1/C(=C/c2ccc(-c3cccc(C(=O)O)c3)o2)C(=O)N=C2SC(CC(=O)N3CCOCC3)=NN12
    -11.8	698	10.9%
O=C(CC1C(=O)NCCN1Cc1ccccc1)NCCN1CCCCC1=O (configuration not stated)
    -3.7	630	13.6%
O=C(NCc1cccc(CNC(=O)Nc2cccc(O)c2)c1)Nc1cccc(O)c1
    -0.5	835	-3.4%
Cc1cccc(OCCn2ccnc2)c1C
    -12.2	824	4.1%
COc1ccc(Br)cc1S(=O)(=O)Nc1ncn[nH]1
    -1.9	860	-4.4%
COC(=O)Cc1c(C)c2ccc(OCC(=O)N3CCCC3)c(C)c2oc1=O
    0.8	792	30.4%
COc1ccccc1CNC(=O)c1nccnc1CO
    8.6	879	2.5%
COc1ccc(N(CC(=O)Nc2ccccc2C(=O)N2CCCC2)S(C)(=O)=O)cc1
    2.1	831	5.6%
O=C(O)C1CCN(S(=O)(=O)c2cccc3cccnc23)CC1
    0.7	787	8.4%
Nc1c(C(=O)Nc2cccc(C(=O)O)c2)sc2nc3c(cc12)CCCC3
    -19.1	785	-151.3%
Cc1ccc(S(=O)(=O)Nc2c(C(=O)O)[nH]c3ccccc23)cc1C
    -2.2	773	-5.2%
O=C(O)c1cc(NS(=O)(=O)c2ccc3ccccc3c2)ccc1O
    -15.8	414	0.5%
CCOC(=O)C1(Cc2ccccc2)CCCN(C(=O)c2cn[nH]c2)C1 (configuration not stated)
    17.3	748	23.2%
CCOc1ccccc1NC(=O)CSc1nc2cc(O)ccc2c(=O)n1-c1ccc(OC)c(OC)c1
    39.3	832	22.2%
CCCN1CCC(NC23CC4CC(CC(C4)C2)C3)CC1
    -1.8	781	-18.8%
O=C(CN(C(=O)CNS(=O)(=O)c1ccc(F)cc1)C1CCCC1)NCc1ccco1
    -24.7	842	0.0%
